Wee1 stabilizer – human Wee1 degradation inhibition, primary screen | P30291 | HeLa Luc-Wee1K328M stability, luciferase luminescence; 100% = proteasome inhibitor MG132 effect | reporter increase, % at 5 µM | hit rate 1.2% among 220,000;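 active = activation above the mean of all tested compounds plus 3 SD, set per screening run, cut at about 8.8% in these data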;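 note: cells exposed to compound for 20 h before luminescence read; 0% = DMSO alone and 100% = MG132 at 30 µM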
TNF necrop inh – TNF-alpha cell death inhibition in Jurkat FADD-/- cells | AID 463075 | activation (protection from cell death), % at 10 µM | Jurkat FADD-/- TNF necroptosis rescue, ATP luminescence, 24 h; 0 = TNF only, 100 = no-TNF cells | hit rate 0.068% among 220,000;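 active = activation, meaning protection from cell death, of at least 50% relative to plate controls; inactive = activation below 50%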;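 note: necroptosis triggered by 40 ng/mL TNF-alpha added together with compound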
Tb hexokinase – blocks Trypanosoma brucei hexokinase 1 activity. recombinant TbHK1, G6PDH-coupled NADH A340. inhibition, % at 10 µM. hit rate 0.11% among 220,000. AID 1430;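 active = inhibition of 50% or more in the single-dose primary screen; inactive = inhibition below 50%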
FXIIa inh – factor XIIa (human) inhibition; P00748; purified FXIIa, Boc-QGR-AMC fluorogenic substrate, 2 h; inhibition, % at 5 µM; hit rate 0.3% among 220,000; AID 800; in the data active = inhibition above about 40%;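 note: 0% = enzyme with no compound and 100% = blank without enzyme; many of its hits are not listed in these tables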
EP2 antag – blocks the human prostaglandin E2 receptor EP2; inhibition, % at 25 µM; C6 glioma cells expressing human EP2, cAMP TR-FRET; cells stimulated with saturating PGE2; P43116; hit rate 0.52% among 260,000;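 active = percent inhibition above 40 after rounding to a whole number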;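 note: rat C6 glioma host cells with rolipram phosphodiesterase inhibitor present; the protocol text gives 20 µM as final concentration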
Target sequence (P43116 whole entry, looked up): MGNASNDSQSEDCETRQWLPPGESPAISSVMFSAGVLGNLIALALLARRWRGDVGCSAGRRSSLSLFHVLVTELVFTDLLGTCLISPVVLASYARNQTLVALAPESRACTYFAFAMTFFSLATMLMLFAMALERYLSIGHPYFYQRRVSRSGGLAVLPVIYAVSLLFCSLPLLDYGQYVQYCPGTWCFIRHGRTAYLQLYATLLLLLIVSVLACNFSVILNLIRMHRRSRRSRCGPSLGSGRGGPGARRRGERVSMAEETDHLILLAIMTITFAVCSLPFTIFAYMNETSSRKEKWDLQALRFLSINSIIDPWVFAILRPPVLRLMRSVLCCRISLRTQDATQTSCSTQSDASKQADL
zVAD death inh – L929 zVAD cell death inhibition. L929 zVAD necroptosis rescue, ATP luminescence, 24 h; with zVAD 60 µM. viability rescue, % at 10 µM. hit rate 0.38% among 220,000. AID 1377;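 active = activation, scaled between plate controls, above about 75%, limit read from the data; inactive = activation under that limit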;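 note: 0% = zVAD with DMSO and 100% = DMSO alone without zVAD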
PPC-1+TRAIL kill – compounds killing PPC-1 cancer cells with TRAIL present (potentiator screen, no TRAIL-free arm). PPC-1 cells + TRAIL, ATPLite viability luminescence. cell killing (% activity), % at 4 µM. hit rate 0.41% among 220,000. AID 1443;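 active = cell killing above 50% in the first pass at 4 µM, then a duplicate retest at 5 µM averaging 50% or more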;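 note: plate controls were cells with TRAIL plus DMSO for no effect and medium-only wells lacking cells for full effect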
FXIa inh 1536 – factor XIa (human) inhibition; purified FXIa, Boc-Glu-Ala-Arg-AMC fluorogenic substrate; inhibition, % at 5 µM; hit rate 0.14% among 220,000; AID 798;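 active = inhibition of at least 40%; inactive = inhibition below 40%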;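 note: fluorescence of freed AMC excited at 355 nm; 0% = enzyme without compound and 100% = no enzyme blank; many of its hits are not listed in these tables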
Target sequence (P03951 19-387 limits assumed): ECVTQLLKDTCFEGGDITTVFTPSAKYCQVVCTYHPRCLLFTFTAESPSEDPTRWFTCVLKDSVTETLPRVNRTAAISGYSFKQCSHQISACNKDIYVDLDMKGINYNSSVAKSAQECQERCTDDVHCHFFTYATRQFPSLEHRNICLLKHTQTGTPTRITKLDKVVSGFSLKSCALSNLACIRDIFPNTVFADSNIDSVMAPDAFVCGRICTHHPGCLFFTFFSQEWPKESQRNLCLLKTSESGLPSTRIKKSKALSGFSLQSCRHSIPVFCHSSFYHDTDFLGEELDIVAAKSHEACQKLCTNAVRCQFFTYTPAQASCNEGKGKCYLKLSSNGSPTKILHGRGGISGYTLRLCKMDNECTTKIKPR
Target sequence (P03951 388-625 limits assumed): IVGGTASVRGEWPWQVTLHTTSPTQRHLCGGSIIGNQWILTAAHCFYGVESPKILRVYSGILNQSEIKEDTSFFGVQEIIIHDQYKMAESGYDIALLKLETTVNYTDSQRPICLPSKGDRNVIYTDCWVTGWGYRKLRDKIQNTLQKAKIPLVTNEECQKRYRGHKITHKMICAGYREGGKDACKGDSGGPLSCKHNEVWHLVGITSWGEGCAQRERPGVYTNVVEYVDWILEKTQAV
CHOP inhibitor – CHOP inhibition in unfolded protein response | CHO-K1 CHOP-promoter luciferase, tunicamycin-induced, 15-18 h | inhibition, % at 10 µM | hit rate 3.8% among 220,000;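 active = compounds that reduced the stress-induced luciferase reporter signal by more than about 70% of percent inhibition, limit read from the data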;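 note: 0% = tunicamycin plus vehicle and 100% = wells without tunicamycin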
An asterisk follows results filed as active; nt = not tested or not shown; & = joins results of further samples. Some of the compounds tested; the hit share may differ from the screen's.

SMILES	Wee1 stabilizer	TNF necrop inh	Tb hexokinase	FXIIa inh	EP2 antag	zVAD death inh	PPC-1+TRAIL kill	FXIa inh 1536	CHOP inhibitor
O=C(c1ccc(Cn2c(=O)[nH]c3ccccc3c2=O)cc1)N1CCN(c2ccc(F)cc2)CC1	-3	-12	2	3	8	0.1	4	-2	46
Cc1ccc(S(=O)(=O)N2CCCC(C(=O)NCCc3ccc4c(c3)OCO4)C2)cc1 (stereo not given)	-4	-4.2	3	-11	28	-0.2	-9	-1	20
Cc1ccc(N(CC(=O)N2CCn3c2nc2ccccc23)S(=O)(=O)c2c(C)n[nH]c2C)cc1	0	-0.9	-5	18	4	0.0	2	2	62
CCCn1c2ccccc2c2nnc(SCC(=O)Nc3nnc(CC(=O)OCC)s3)nc21	0	0.3	-13	10	15	-0.6	8	2	9
Cn1c(=NC(=O)C2CC2)sc2cc(F)cc(F)c21	3	-2.5	-1	25	7	0.9	-2	22	34
C=CCn1c(SCCOc2ccccc2)nnc1C(C)NC(=O)c1ccccc1 (stereo not given)	0	0.1	-1	18	7	0.3	-3	6	12
COc1ccc(-c2nn(C)c3sc(C(=O)N4CCOCC4)cc23)cc1OC	5	-0.9	-24	0	10	2.5	13	-5	25
Cn1nnnc1SCCNCc1ccc(Cl)cc1	-4	2.1	0	17	10	-0.1	17	0	7
Cc1ccc(C(=O)CSc2nnc(CNc3ccc(F)cc3)o2)cc1	3	2.1	-2	10	1	6.1	7	0	20
COc1ccc(OC)c(S(=O)(=O)NC2CCN(Cc3ccccc3)CC2)c1	1	2.0	-5	6	9	-0.7	14	-5	27
O=C(COC(=O)c1ccc(O)cc1)NCC1CCCO1 (stereo not given)	2	-0.1	-5	8	12	1.2	-20	0	14
O=C(c1ccco1)N1CCN(C(=O)c2cc(-c3ccncc3)nc3ccc(Br)cc23)CC1	-1	-4.0	-8	nt	9	0.9	nt	nt	nt
Cc1ccccc1OCCSc1nc(N(C)C)nc(N(C)C)n1	-2	1.1	17	10	9	2.0	12	0	15
CCOc1ccc(C(C)C)cc1S(=O)(=O)n1nc(C)cc1C	-2	-0.4	8	17	9	nt	5	-5	15
COc1ccc(C(=O)N[C@H](C(=O)OCC(=O)NC(=O)c2cccn2C)C(C)C)cc1	-2	1.8	8	12	11	0.5	6	8	-5
COc1ccc(NC(=O)CSc2nc3ccccc3c3nc4ccccc4n23)cc1	-3	-3.1	-5	2	9	1.5	-2	3	29
COc1ccc(CCNC(=O)CN2CCC(n3nnc4cc(F)ccc43)CC2)cc1OC	3	1.4	0	2	14	0.2	10	3	-5
Cc1csc(SCc2nnc(-c3ccccc3Br)o2)n1	4	0.4	4	7	11	1.2	5	0	-18
Cc1ccc2nc(Cl)c(CNCc3ccccc3)cc2c1	3	0.7	0	6	4	1.8	10	1	12
CC1CCCC(C)N1C(=O)Cn1cc(/C=C2/C(=O)Nc3ccccc32)c2ccccc21 (stereo not given)	-1	-1.7	-10	22	15	-0.1	21	9	57
O=C(/C=C/c1ccco1)NCCCN1CCOCC1	-3	0.8	-4	5	9	0.4	25	-2	7
O=C(Nc1nccs1)c1cc2sccc2n1Cc1ccc(Cl)cc1	3	1.9	-16	1	7	-0.6	-8	-8	14
CCN(CC)CCNC(=O)/C(=C/c1cn(CC)c2ccccc12)NC(=O)c1cc(OC)c(OC)c(OC)c1	8	2.6	-18	3	4	1.1	16	-2	-14
O=C(NCC(=O)N(c1cccc(F)c1)C(C(=O)NC1CCCC1)c1ccco1)c1ccco1 (stereo not given)	-1	0.4	6	7	4	-0.4	-11	-2	6
COc1ccc(OC)c(NC(=O)c2ccc(-n3cccn3)nc2)c1	0	-1.6	-3	9	3	-0.2	-19	9	15
O=P1(O)C=C(c2ccccc2)NC(c2ccccc2)=C1	4	-0.4	-1	10	5	0.2	4	-19	-30
CCc1cccc(C)c1NC(=S)N(CCCN1CCN(C)CC1)Cc1cccs1	1	1.9	2	5	6	-0.5	18	-1	12
Cc1csc(=NC(=O)c2ccccc2)n1Cc1ccco1	2	0.3	-20	13	5	0.4	2	7	12
COc1ccc(NS(=O)(=O)c2ccc(NC(=O)C3CCCO3)cc2)cc1 (stereo not given)	4	-3.8	-4	-6	14	-0.1	15	-8	-1
O=[N+]([O-])c1ccccc1N/N=C\c1ccccc1Cl	0	-6.2	-5	16	14	-0.3	19	19	-1
Cc1ccc2nc(C(F)(F)F)c(C#N)c(N)c2c1	0	5.3	-4	2	5	26	-8	-1	54
O=c1oc2ccccc2c(N2CCCCC2)c1[N+](=O)[O-]	2	-5.7	19	4	4	0.3	9	3	40
O=C(C[N+]1(CC#Cc2ccccc2)CCOCC1)c1ccccc1	-3	0.1	1	2	5	0.3	7	-5	-13
O=C(Cc1ccccc1)NCc1ccncc1	0	0.2	-3	11	7	1.2	nt	14	16
CCOC(=O)c1cc(CC)sc1/N=C/C1C(=O)CC(C)(C)CC1=O	0	0.4	0	15	3	2.7	10	1	47
COc1ccc(O)c(/C=N/NC(=S)Nc2cccc(S(=O)(=O)N(C)C)c2)c1	4	-4.3	12	14	25	2.6	29	5	54
O=C(CNC(=O)c1ccccc1)OCc1nc2ccccc2s1	0	0.9	1	10	4	0.9	-6	0	-20
COc1ccc(CN(Cc2nc3ccccc3c(=O)[nH]2)C(=O)C(C)(C)C)cc1	1	-2.2	6	14	14	-0.4	-16	3	55
O=C(C1CC1)N(CCc1ccccc1)Cc1nc2ccccc2c(=O)[nH]1	1	-0.7	4	14	14	0.0	33	9	30
CSC(=NS(=O)(=O)c1ccc(C)cc1)SC	1	-0.7	1	7	14	-1.2	-8	-13	6

Reprinted from the part before: five compounds, followed by the next part.
SMILES	Wee1 stabilizer	TNF necrop inh	Tb hexokinase	FXIIa inh	EP2 antag	zVAD death inh	PPC-1+TRAIL kill	FXIa inh 1536	CHOP inhibitor
COc1ccc(O)c(/C=N/NC(=S)Nc2cccc(S(=O)(=O)N(C)C)c2)c1	4	-4.3	12	14	25	2.6	29	5	54
O=C(CNC(=O)c1ccccc1)OCc1nc2ccccc2s1	0	0.9	1	10	4	0.9	-6	0	-20
COc1ccc(CN(Cc2nc3ccccc3c(=O)[nH]2)C(=O)C(C)(C)C)cc1	1	-2.2	6	14	14	-0.4	-16	3	55
O=C(C1CC1)N(CCc1ccccc1)Cc1nc2ccccc2c(=O)[nH]1	1	-0.7	4	14	14	0.0	33	9	30
CSC(=NS(=O)(=O)c1ccc(C)cc1)SC	1	-0.7	1	7	14	-1.2	-8	-13	6
C#CC[N+]1(CC#Cc2cccc3ccccc23)CCOCC1	-1	0.2	8	8	4&14	4.8	6	-4	-11
COc1ccc(S(=O)(=O)Nc2ccc(Cl)cn2)c(C)c1C	-1	-1.5	5	4	9	0.1	-6	-3	25
CCOc1ccc(/C=N/NC(=S)Nc2c(C)cccc2C)cc1	0	-5.0	-8	11	11	0.1	8	2	10
COc1cccc(-n2c(Cn3nc(C(F)F)cc3C(F)F)n[nH]c2=S)c1	-2	1.8	11	3	7	0.1	4	-1	5
Cc1cc(O)c(C(C[N+](=O)[O-])c2ccc(Cl)cc2)c(=O)o1 (stereo not given)	-2	8.0	-18	15	8	0.2	6	5	-6
O=C(CN1C(=O)CCS(=O)(=O)c2ccccc21)Nc1ccc2c(c1)OCCO2	-3	-1.1	0	22	9	0.5	9	12	11
C=CCn1c(SCC(=O)c2ccc(CNC(C)=O)o2)nc2ccccc2c1=O	-2	0.5	-10	16	10	0.0	3	6	7
c1ccc(-c2cnc(-c3ccccc3)nc2)cc1	1	0.0	59*	7	16	0.0	-2	6	48
CCOC(=O)c1sc(NC(=O)c2cc3ccccc3o2)nc1C	-5	0.6	-9	1	7	1.4	18	-7	-43
Cc1cc(NC(=O)CCCC(=O)NCc2ccccc2)no1	-3	0.9	-3	5	5	0.1	7	-2	5
Cc1ccc(N2C=Nc3ccc(C)c4nc(C)cc2c34)cc1	-1	-4.9	-9	4	10	-0.1	-2	-1	49
CCOC(=O)c1c(O)c2ccccc2oc1=O	5	2.1	-6	5	6	0.5	2	-2	-5
Cc1ccc2c(c1)N(CCC(=O)NCCN1CCOCC1)C(=O)CO2	1	-0.4	3	14	6	0.0	14	3	23
NS(=O)(=O)c1ccc(NC(=O)c2c(Cl)cccc2Cl)cc1	-1	-1.1	1	10	9	1.4	21	5	-9
CCOC(=O)C(NC(=O)c1cccc(Cl)c1)(OCc1ccc(F)cc1)C(F)(F)F (stereo not given)	4	3.0	2	0	1	0.6	30	7	57
Cc1[nH]nc2c1C(c1cccc(OC(=O)N3CCOCC3)c1)C(C#N)=C(N)O2 (stereo not given)	-2	-3.9	3	2	14	0.0	32	-4	-2
CCn1cc(C(=O)NCCCN2CC(C)CC(C)C2)c(=O)c2cc(S(=O)(=O)N(C)C)ccc21 (stereo not given)	2	-0.1	-22	0	3	0.1	-2	-12	-11
N#CC1=C2SCN(Cc3ccco3)CN2C(=O)CC1c1cccc2ccccc12 (stereo not given)	1	-1.5	-7	10	7	-0.3	8	11	-20
C/C(=N\Nc1ccc(Cl)c(Cl)c1)c1ccc(-n2ccnc2)cc1	2	-0.3	-6	0	10	0.0	20	3	61
Cc1nc(N)nc(Nc2ccc(C#N)cc2)c1Br	-1	2.1	-13	1	2	2.1	0	-6	30
Cc1ccc2nc3c(cc(C#N)c(=O)n3CC3CCCO3)c(=O)n2c1 (stereo not given)	1	-0.8	-9	-29	9	0.2	-16	-8	8
COc1cccc(-c2cc(C(=O)Nn3cnnc3)c3ccccc3n2)c1	-3	-0.4	-13	40	8	2.5	19	6	41
CCOC(=O)CN1C(=O)N(CC)C(C)=C(C(=O)OC)[C@@H]1c1ccccc1	nt	-1.1	3	7	6	-1.4	-8	1	3
CCOc1ccccc1CN1C(=O)NC(C)(c2ccccc2)C1=O (stereo not given)	-2	0.3	-9	13	7	2.5	8	-3	10
Cc1ccc(Cn2ccc(NC(=O)c3cc(CC(C)C)on3)n2)cc1	-1	3.8	2	10	8	6.6	6	1	76*

A draw from above in order of length of the SMILES, descending:
SMILES	Wee1 stabilizer	TNF necrop inh	Tb hexokinase	FXIIa inh	EP2 antag	zVAD death inh	PPC-1+TRAIL kill	FXIa inh 1536	CHOP inhibitor
Cc1ccc2nc3c(cc(C#N)c(=O)n3CC3CCCO3)c(=O)n2c1 (stereo not given)	1	-0.8	-9	-29	9	0.2	-16	-8	8
Cc1ccc(Cn2ccc(NC(=O)c3cc(CC(C)C)on3)n2)cc1	-1	3.8	2	10	8	6.6	6	1	76*
CCOc1ccccc1CN1C(=O)NC(C)(c2ccccc2)C1=O (stereo not given)	-2	0.3	-9	13	7	2.5	8	-3	10

Three compounds from above, showing only Wee1 stabilizer, zVAD death inh and TNF necrop inh:
SMILES	Wee1 stabilizer	zVAD death inh	TNF necrop inh
COc1cccc(-c2cc(C(=O)Nn3cnnc3)c3ccccc3n2)c1	-3	2.5	-0.4
CCOC(=O)CN1C(=O)N(CC)C(C)=C(C(=O)OC)[C@@H]1c1ccccc1	nt	-1.4	-1.1
CCOc1ccccc1CN1C(=O)NC(C)(c2ccccc2)C1=O (stereo not given)	-2	2.5	0.3
